Screening results: PubChem BioAssay, Emory University Molecular Libraries Screening Center
14-3-3g Raf – alters human 14-3-3 gamma binding to Raf peptide; FP, 14-3-3gamma / TMR-pS259-Raf peptide binding; inhibition, % at 40 µM; 0.19% of 160,000 active; AID 422; in the data active means inhibition above about 30%;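 further: 0% = protein plus tracer without compound and 100% = blank with tracer alone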
Target sequence (P61981 whole entry, looked up): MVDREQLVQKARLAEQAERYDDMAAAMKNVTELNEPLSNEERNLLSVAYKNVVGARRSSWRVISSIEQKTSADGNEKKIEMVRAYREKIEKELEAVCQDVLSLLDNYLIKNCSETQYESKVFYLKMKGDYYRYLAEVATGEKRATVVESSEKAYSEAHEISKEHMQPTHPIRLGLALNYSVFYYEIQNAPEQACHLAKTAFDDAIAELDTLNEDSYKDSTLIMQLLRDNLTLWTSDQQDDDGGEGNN
Starred values were filed as active, the others as inactive; & = joins results of further samples. This is a subset; count on the stated rates, not on these rows.

14-3-3g Raf | SMILES
-2 | COc1ccc(NC(=O)c2ccc(Cl)c(S(=O)(=O)N3CCc4ccccc4C3)c2)cn1
-8 | O=C(CSc1ncccc1C(=O)n1ccnc1)N1CCCCCC1
-14 | COC(=O)Cc1cc(=O)[nH]c(Nc2nc3ccccc3o2)n1
-1 | CCc1cc2c(=O)c(Oc3ccccc3)c(C(F)(F)F)oc2cc1O
-17 | CCOc1ccc2c(=O)c(Oc3ccccc3Br)c(C(F)(F)F)oc2c1
36* | CCCCCSc1nnc2c(n1)OC(c1cccc(C)n1)Nc1ccccc1-2 (stereo unspecified)
-1&4 | COCCNC(=O)CN1CCN(Cc2cccc(Cl)c2)C1=O
-2 | C=CCOC(=O)COc1ccc2c(c1)oc(=O)c1ccccc12
0 | COc1ccc(C2NC(=O)NC(C)=C2C(=O)Nc2ccccc2OC)cc1 (stereo unspecified)
-13 | CN(C(=O)c1ccc(Cn2cc([N+](=O)[O-])cn2)o1)C12CC3CC(CC(C3)C1)C2
-19 | CCc1ccc(OCC(=O)NCc2ccco2)c(Br)c1
-10 | COc1ccc2c(=O)c3c(=O)n(Cc4ccco4)c(-c4cc(OC)c(OC)c(OC)c4)nc3oc2c1
-2 | CCN(C(=O)CCNC(=O)Cn1ccc2ccccc2c1=O)c1cccc(C)c1
-5 | O=C(O)c1cccc(S(=O)(=O)Nc2ccc3oc(=O)sc3c2)c1
-11 | O=C(O)CCNC(=O)c1ccccc1Br
-8 | CCOc1ccc(C2C(C(=O)OCc3ccccc3)=C(C)NC3=C2C(=O)CC(c2ccccc2)C3)cc1 (stereo unspecified)
-7 | Cc1ccc(NC(=O)CN(c2ccccc2)S(=O)(=O)c2ccccc2[N+](=O)[O-])cc1C
6 | Oc1ccc(Cl)cc1CNc1ccc(Br)cn1
2 | NC(=O)c1cc2cc([N+](=O)[O-])ccc2oc1=Nc1cccc(F)c1
-31 | COc1cccc(C2C3=C(CC(C)(C)CC3=O)NC3=C2C(=O)c2ccccc23)c1 (stereo unspecified)
-5 | CP(=O)(O)c1nccn1-c1ccccn1
7 | COc1ccc(CCNC2CC(C)N(C)CC2C)cc1OC (stereo unspecified)
3 | CCOC(=O)CSc1nnc2c3ccccc3n(CC)c2n1
3 | C=CCn1c(SC(C)C(=O)NC2(C#N)CCCCC2)nnc1-c1ccc(OC)cc1 (stereo unspecified)
-50 | Cc1nc2c(c(=O)n1CCC1=CCCCC1)c1nc3ccccc3nc1n2/N=C/c1ccco1
3 | CCc1nc(N)c(C#N)c(-c2ccc(O)c(OC)c2)c1C
-50 | O=C1c2ccccc2C(=O)C1c1cc(-c2ccccc2)cc(-c2ccccc2)n1
-4 | CC(=O)NCCc1ccc(O)c(O)c1
1 | Cc1ccccc1OCCn1c(=S)[nH]c2ccccc21
9 | O=c1nc2cccc3c2=c(/c1=C(\O)c1ccccc1)c1ccccc1c3=O
0 | CCCN1C(=O)C(O)(CC(C)=O)c2ccccc21 (stereo unspecified)
-17 | Oc1ccc(C2=NNC(c3ccc(O)cc3)=NN2)cc1
-11 | Cc1cc2c(N(C)c3ccc(Cl)cc3)ncnc2s1
-3 | CC(C)NC(=O)C1(c2ccccc2)CCCC1
-277 | CC1CCCCN1c1cc(Nc2ccc3c(c2)OCCO3)c2c3c(onc13)-c1ccccc1C2=O (stereo unspecified)
-7 | CC1(C)CC(=O)N(CC(=O)NCc2ccc(F)cc2)c2ccccc2S1(=O)=O

Molecules from the list above that contain a COOH group:
14-3-3g Raf | SMILES
-5 | O=C(O)c1cccc(S(=O)(=O)Nc2ccc3oc(=O)sc3c2)c1
-11 | O=C(O)CCNC(=O)c1ccccc1Br

Other structures follow:
14-3-3g Raf | SMILES
-2 | CCOc1cc(C2C3=C(CC(C)(C)CC3=O)N(C)C3=C2C(=O)CC(C)(C)C3)ccc1OCc1ccccc1
-9 | COc1ccccc1-c1nnc(-c2cc3ccccc3cc2OC)o1
0 | O=C(NCCCN1CCCC1=O)c1ccc2c(=O)n(-c3ccccc3F)c(=S)[nH]c2c1
3 | O=C(CN1C(=O)COc2ccc(S(=O)(=O)N3CCCC3)cc21)NCc1cccnc1
0 | COc1ccccc1Nc1nc(-c2sc(NC(C)=O)nc2C)cs1
-2 | NC(=O)c1cccc(N=Cc2ccc([N+](=O)[O-])cc2)c1
-2 | CN1CCN(S(=O)(=O)c2ccc3c(c2)C(=O)c2ccccc2C3=O)CC1
5 | Clc1ccc2ccc3ccc(Cl)nc3c2n1
-10 | CCOC(=O)c1ccc2c(c1)N(CC)C(=O)c1ccccc1S2
2 | O=C(NCc1cccs1)c1cnn2c(C(F)(F)F)cc(-c3ccc(Br)cc3)nc12
-1 | CC(C)CNC(=O)c1nn2c(C(F)(F)F)cc(-c3ccc(Br)cc3)nc2c1Cl
-6 | O=c1[nH]c(CN2CCN(CCO)CC2)nc2ccccc12

Among those listed so far, 2 have a cyano group.
14-3-3g Raf | SMILES
3 | C=CCn1c(SC(C)C(=O)NC2(C#N)CCCCC2)nnc1-c1ccc(OC)cc1 (stereo unspecified)
3 | CCc1nc(N)c(C#N)c(-c2ccc(O)c(OC)c2)c1C

Further entries.
14-3-3g Raf | SMILES
-3 | CCNC(=O)C1CCCN1S(=O)(=O)c1ccc(OC)cc1 (stereo unspecified)
0 | CCCCOc1ccc(C(=O)NCCn2c(C)cc3ccccc32)cc1
0 | O=C(c1ccc(S(=O)(=O)c2ccc(F)cc2)c([N+](=O)[O-])c1)N1CCC(Cc2ccccc2)CC1
-7 | NC(=O)C1CCN(C(=O)c2ccc3c(=O)n(-c4ccc(F)cc4)c(SCC(=O)c4ccc(Cl)cc4)nc3c2)CC1
-21 | O=C1CCc2cc(S(=O)(=O)NCC3COc4ccccc4O3)ccc2N1 (stereo unspecified)
-1 | CC(=O)Cc1nsc(NC(=O)c2cc(-c3cccc(C(F)(F)F)c3)oc2C)n1
-1 | CCOC(=O)C1CCN(c2nnc(N3CCCC3=O)s2)CC1
-5 | COCCNS(=O)(=O)c1cc(-c2nn(C)c(=O)c3ccccc23)ccc1C
7 | COc1cc(OC)cc(C(=O)NCCNC(=O)c2ccccc2)c1
-21 | Cc1ccc(C(=O)Nc2cc(-c3nc4ncccc4o3)ccc2C)c(Cl)c1
1 | CC(C)(C)CC(=O)N1CCC(c2nc3c(nnn3Cc3c(F)cccc3Cl)c(=O)[nH]2)CC1
-4 | Cn1c(=O)c2c(nc(OC/C=C/c3ccccc3)n2C)n(C)c1=O
1 | O=S1(=O)NC2CCCCCN2c2ccc(F)cc21 (stereo unspecified)
0 | COc1ccc(C2OC(=O)CC2C(=O)N2CCN(c3cc(Cl)ccc3C)CC2)cc1OC (stereo unspecified)
6 | Cc1ccc2cc3c(NC(=O)C(C)C)nn(C)c3nc2c1
-2 | CC(NS(=O)(=O)c1ccc(F)cc1)C(c1cccs1)N1CCN(C)CC1 (stereo unspecified)
-5&-5 | COc1ccccc1Cn1c(=S)[nH]c2cc(C(=O)NCCN3CCOCC3)ccc2c1=O
-143 | CC(C)Sc1oc(-c2ccco2)nc1S(=O)(=O)c1ccc(Cl)cc1
-7 | O=C(CSc1ccc2nnc(-c3ccc(F)cc3)n2n1)NCc1ccco1
-6 | O=C(Cn1ccc2ccccc2c1=O)NCCC(=O)Nc1cccnc1
-4 | CN(C)S(=O)(=O)c1ccc(C(=O)Nc2c3c(nn2C(C)(C)C)CS(=O)C3)cc1 (stereo unspecified)
0 | CCN1C(=Nc2ccc(Cl)cc2)SC/C1=C\C(=O)OC
-1 | CC1CCCN(c2ccc(C(=O)NCC3CCCO3)cn2)C1 (stereo unspecified)
-5 | CCc1c(C)sc(NC(=O)c2cc(C)no2)c1C#N
-2 | COc1ccc2c(Cl)c(C(=O)n3nnc4ccccc43)sc2c1
-10&-18 | O=C(Nc1ccc2c(c1)OCO2)C1(S(=O)(=O)c2ccc(Cl)cc2)CC1
-10 | CN(C)CCNC(=O)c1cc(Sc2ccccc2Cl)nc2ccccc12
-8&-1 | O=C(c1ccc(Cn2c(=O)[nH]c3ccccc3c2=O)cc1)N1CCN(c2ccccc2)CC1
1 | Cc1ccccc1Cc1c(C)nc2c(C(=O)O)cnn2c1C
3 | C=CCOC(=O)C1=C(C)NC2=C(C(=O)CCC2)C1c1ccc(CC)cc1 (stereo unspecified)
-4 | c1ccc(C2NCCn3cccc32)cc1 (stereo unspecified)
-3 | Cc1cccc(NC(=O)c2cc3c(=O)n(C)c4ccccc4c3s2)n1
1 | C[N+](C)(C)C/C=C1/COCO1
-3 | O=C(NCc1ccc(F)cc1)C1CCN(S(=O)(=O)N2CCCC2)CC1
7 | CCOC(=O)C1=C(N)OC2=C(C(=O)CC(C)(C)C2)C1c1ccc(OCc2ccccc2)cc1 (stereo unspecified)
-20 | COc1ccccc1NC(=O)Cn1cnc2sc(C(=O)Nc3ccc4c(c3)OCO4)c(C)c2c1=O

Random excerpt: 2 compounds from above.
14-3-3g Raf | SMILES
-10 | CN(C)CCNC(=O)c1cc(Sc2ccccc2Cl)nc2ccccc12
-3 | O=C(NCc1ccc(F)cc1)C1CCN(S(=O)(=O)N2CCCC2)CC1

The list goes on.
14-3-3g Raf | SMILES
-5 | CCCc1nnc(NC(=O)c2ccncc2)s1
-9 | COc1ccc(CCNC(=O)C2CCN(S(=O)(=O)c3ccccc3)CC2)cc1OC
-52 | N#Cc1c(N)oc(-c2ccc3c(c2)OCO3)c1-c1ccc2c(c1)OCO2
4 | CCOC(=O)c1oc2nc(C(C)C)c3c(c2c1N)CC(C)(C)OC3
-1 | CSc1nc2cc(F)c(F)cc2n1C
-9 | COc1ccc(C)cc1NC(=O)c1sc2ncnc(N(C)c3ccccc3)c2c1C
4 | CCc1ccccc1NC(=O)CCCn1nc([N+](=O)[O-])c(Br)c1C
-4 | COc1ccccc1NC(=O)NC(N)=O
-7 | CCOc1ccc2c(c1)C(=C1SC(C(=O)OC)=C(C(=O)OC)S1)C(=S)C(C)(C)N2C(=O)CN1C(=O)c2cccc3cccc(c23)C1=O
-18 | CC(C)(C)NC(=O)CSc1nc2ccc(Cl)cc2o1
-3 | O=C1C2C3C=CC(O3)C2C(=O)N1c1ccc(Br)cc1[N+](=O)[O-] (stereo unspecified)
-2 | C=CCNC(=O)c1c(O)c2cccc3c2n(c1=O)CC3
-6 | CC(C)CCn1c(SCC(=O)c2ccc(O)c(O)c2)nc2ccsc2c1=O
-5 | CC(=O)c1ccc(NC(=O)CSc2nnc(-c3ccncc3)n2-c2ccccc2)cc1
-22 | O=C(Nc1cccnc1)c1nn2c(C(F)(F)F)cc(-c3ccco3)nc2c1Br
-1 | COc1cc([N+](=O)[O-])ccc1N1C(=O)C2C(c3ccccc3)OC3(C(=O)c4ccccc4C3=O)C2C1=O (stereo unspecified)
2 | Cc1ccc(C(C)C)c(OCCNc2nc3c(c(=O)n(C)c(=O)n3C)n2C)c1
-3 | O=C(CC1COc2ccccc2O1)NC1CCCCC1 (stereo unspecified)
-6 | COCCn1cc(C(=O)NCCc2ccc(Cl)cc2)c2c3ccccc3n(C)c2c1=O
-2 | Cc1cccc(-n2ccnc2SCC(=O)Nc2cccc(C(F)(F)F)c2)c1
1 | CC(C)C(=O)Nc1ccc(NC(=O)c2cc3ccccc3o2)cc1
-3 | CC(=O)Nc1ccc(S(=O)(=O)N2CCSC2c2ccccc2)cc1 (stereo unspecified)
-7 | S=c1c2ccccc2oc2ccccc12
0 | CCOC(=O)c1ccc(Nc2cc(C)nc3nc(C)nn23)cc1
4 | COCCN1Cc2cccc(C(=O)Nc3cccnc3)c2C1=O
-59 | O=C(Nc1cccc([N+](=O)[O-])c1)c1ccc2c(c1)C(=O)N(c1ccc(I)cc1)C2=O
-2 | Cc1cc(-c2ccccc2C(=O)O)on1
1 | CCC1Oc2ccc(C)cc2N(Cc2cccc(C)c2)C1=O (stereo unspecified)
-2 | O=C(NCCN1CCCC1)c1cc(Sc2cccc(Cl)c2)nc2ccccc12
-1 | Cc1nn(-c2ccccc2)c2c1C(c1c(C)[nH]c(C#N)c1C)C(C#N)=C(N)O2 (stereo unspecified)
1 | CC1CCCCC1NC(=O)Cn1nnc(-c2ccc(Cl)cc2)n1 (stereo unspecified)
-6 | Cc1ccc(-c2nnc3ccc(SCC(=O)N4CCCCC4)nn23)cc1
-25 | Cc1ccc(-c2cc(C(=O)O)c3cc(Cl)ccc3n2)cc1C
-1 | CCC(=O)N1CCc2cc(Br)cc(S(=O)(=O)N3CCCC(C(=O)Nc4cccc(Cl)c4)C3)c21 (stereo unspecified)
41* | CSc1nnc2c(n1)OC(c1ccccc1Br)Nc1ccccc1-2 (stereo unspecified)
0 | N#CCC(=O)N1CCCCCC1
-1 | O=C1C(=O)N(CCCc2ccccc2)c2ccccc21
-9 | COc1cccc(-n2c(=O)c3c(C)c(C)sc3n(CC(=O)NCc3ccco3)c2=O)c1
-3 | COc1ccc(CCC(=O)Nc2ccc3c(c2)OCCO3)cc1
-8 | CCn1c(Cn2nnc(-c3ccccc3)n2)nnc1SCC(=O)N1CCOCC1
-7 | CCOC(=O)c1c(NC(=O)CC)sc(C(=O)N2CCCCC2)c1C
10 | Cc1nc(N2CCCCC2)c2c(C)c(C(=O)Nc3ccc4c(c3)OCO4)sc2n1
-4 | Cc1ccc(-n2ncc3c(=O)[nH]c(SCC(=O)N4CCN(c5ccccc5)CC4)nc32)cc1
0 | CC1(C)Cc2c(c(-c3ccccc3)nc(N3CCCC3)c2C(N)=O)CO1
-59 | Cc1ccc(NC(=O)Nc2ccc3c(c2)N(C)C(=O)CS3)nc1
-8 | C=CCn1c(CSc2nc3ccccc3s2)nnc1SCC(=O)NCc1ccco1
-15 | Clc1ccc2ccccc2n1
-47 | Clc1ccccc1C1Nc2cccc3cccc(c23)N1
-62 | CCOCCCNC(=O)c1ccc2c(c1)ncn2-c1ccc(OC)cc1
6 | CN(C(=O)COc1ccccc1)c1nnc(-c2ccncc2)s1
40* | O=C(O)c1ccc2c3c(ncnc13)-c1ccccc1C2=O
1 | O=c1oc2c(CN3CCOCC3)c(O)c(Cl)cc2c2c1CCC2

Not a retest: four of the compounds above.
14-3-3g Raf | SMILES
-8 | C=CCn1c(CSc2nc3ccccc3s2)nnc1SCC(=O)NCc1ccco1
-15 | Clc1ccc2ccccc2n1
-47 | Clc1ccccc1C1Nc2cccc3cccc(c23)N1
-62 | CCOCCCNC(=O)c1ccc2c(c1)ncn2-c1ccc(OC)cc1
